M1AAP inhibition: P. falciparum M1AAP inhibitors, biochemical, fluorogenic H-Leu-NHMec substrate, 1536-well (AID 1445). Aminopeptidase N (Plasmodium falciparum (isolate 3D7)). recombinant M1AAP, H-Leu-NHMec fluorogenic kinetic assay; higher % means a stronger effect. one-dose inhibition, % at 30 µM; IC50 in µM for titrated hits. actives 0.42% (n = 220,000);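 active = primary inhibition above the hit cutoff, then over 50% inhibition at one or more dose response concentrations, cut at about 23% in these data, passing the limit was not always enough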;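 note: plate controls were DMSO full reaction for no effect and no enzyme background for full effect; strong numbers were not always called active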
Autophagy mod: autophagy modulators in MEF cells, primary screen, imaging, high-content, MEF GFP-LC3 | AID 463193, 2010 | MEF GFP-LC3 puncta imaging; test concentration mostly 10 µM | calls only at 10 µM (by protocol) | actives 0.98% (n = 190,000);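 active = percentage of spot-positive cells more than 3 SD above its plate mean, without a fluorescence outlier flag or 80% toxicity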;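 note: spot-positive cell cutoff set from DMSO-treated cells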
Ins promoter up: insulin promoter activators in MIN6 cells, imaging, high-content screening, mouse beta cells; z-score at 5 µM; MIN6 insulin promoter-GFP reporter; stronger effect = higher value; actives 0.3% (n = 190,000);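 active = z-score above 3 at 5 µM with at least 500 cells counted in the well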
P. falciparum M17LAP: P. falciparum M17LAP inhibitors, primary screen, biochemical, fluorogenic H-Leu-NHMec substrate, 1536-well (AID 1619); inhibition, % at 30 µM; hits with a dose series show IC50 in µM; recombinant M17LAP, H-Leu-NHMec fluorogenic kinetic assay; higher % means a stronger effect; Leucine aminopeptidase (Plasmodium falciparum (isolate 3D7)); actives 0.38% (n = 220,000);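 active = compound inhibiting the enzyme by more than half at any dose during confirmatory dose-response retesting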;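 note: plate controls were full reaction with DMSO carrier for no effect and no enzyme background for full effect; strong numbers were not always called active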
CSM14.1 death rescue: rescue of cells from ER stress-induced death, primary screen, 384-well, CSM14.1, thapsigargin, ATP luminescence (AID 1222); cellular ATP content (survival), % at 20 µM, or EC50 in µM where a hit was titrated; 190,000 tested, under 10 active; CSM14.1 thapsigargin-induced death rescue, ATP luminescence; higher % means a stronger effect;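 active = EC50 below 50 µM in the dose-response confirmation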;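 note: death triggered by thapsigargin at about 15 µM added after 2 h compound pretreatment; cell ATP read after overnight thapsigargin exposure of roughly 18 to 22 hours; normalized against plate controls of thapsigargin alone and 5% DMSO vehicle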
MT stabilize HCS: microtubule stabilizers in HeLa cells, primary screen, imaging, high-content imaging. HeLa tubulin immunostaining HCS, 24 h; share of cells brighter than vehicle mean+2SD. % tubulin-high responders, % at 10 µM. actives 0.83% (n = 200,000). AID 2205, 2009;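 active = plate Z-score above 3 for both tubulin-high and condensed-nucleus cell shares, with cell loss under 80%, at 10 µM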;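 note: anti alpha tubulin signal scored within the nucleus-defined area of each cell; some results filed as inactive read as strong as hits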
UTI89 phage lysis: inhibition of K1F phage lysis, E. coli UTI89, bacterial capsule biogenesis inhibitors, alamar blue (AID 488966); actives 0.02% (n = 340,000); one-dose inhibition, % at 100 µM; IC50 in µM for titrated hits; E. coli UTI89 K1F phage lysis, alamar blue, 2 h; higher % means a stronger effect;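 active = phage lysis inhibition, versus mean bacterial control, above a set limit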;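 note: capsule biogenesis inhibitors block K1F phage lysis so surviving cells raise fluorescence; higher fluorescence means more inhibition of phage lysis; actives were called in the ten point dose series up to 300 µM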
b-catenin transl: modulators of beta-catenin nuclear translocation, primary screen, imaging, HeLa cells, immunofluorescence, high-content; nuclear translocation activity, % at 5 µM; AID 1665, 2009; actives 0.3% (n = 190,000);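 active = nuclear translocation activity above 50% at 5 µM, with a well cell count of 50 or more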;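 note: per-cell ratio of nuclear to cytoplasmic median beta-catenin stain intensity; plate controls were DMSO negative control for no effect and GSK-3 inhibitor IX positive control for full effect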
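Test system: human HeLa cells, native beta-catenin. Compound dosing: 5 µM primary single dose, 0.1% DMSO, 0.02–20 µM confirmation series. Incubation: compound exposure 24 h at 37°C. Detection: beta-catenin immunostaining with DAPI counterstain, 20x imaging, 6 fields/well. Read-out basis: Nuclear/cytoplasmic beta-catenin signal ratio, % activation.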
Dynein transport: inhibitors of GR-EGFP nuclear translocation, primary screen, dynein cargo transport inhibitor project, imaging, high-content, 3617.4 mouse cells. test concentration mostly 20 µM; stimulated with dexamethasone, 1 µM; stronger effect = lower value. z-score, hits read low. actives 0.47% (n = 220,000). AID 1381, 2008;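 active = plate z-score of nuclear minus cytoplasmic receptor signal below a set negative limit, without overly bright fluorescence or cell loss, cut at about -3.5 in these data, passing the limit was not always enough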;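 note: z-score of nuclear minus cytoplasmic ring GR-EGFP intensity difference per well; some compounds called inactive have numbers as strong as hits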
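Buffer or medium – tet-free medium with charcoal-stripped serum · Signal – automated 10x imaging of fixed Hoechst-stained cells · Also added – dexamethasone agonist, 1.0 µM final, for 30 min · Incubation – induction 48 h, compound 1 h, agonist 30 min · Read-out – GR-EGFP nuclear translocation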
Dynein transport cytoplasmic EGFP: recorded beside Dynein transport, whose call it bears; z-score; measured here: cytoplasmic GR-EGFP intensity; stronger effect = higher value
Dynein transport nuclear GR-EGFP: further read-out of Dynein transport, marked with its call; z-score; measured here: nuclear GR-EGFP intensity;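 lower value marks the stronger effect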
Dynein transport cell count: also measured in Dynein transport; calls as there; z-score; measured here: cell count per field
Ins promoter up cell count: also measured in Ins promoter up; calls as there; cell count; measured here: cytotoxicity, nuclei count;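 total cells summed across four imaged fields per well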
b-catenin transl cell count 5 µM: second read-out of b-catenin transl, no call of its own (marks repeat the call); cell count; measured here: cell count, cytotoxicity flag
MT stabilize HCS Hoechst-high %: also measured in MT stabilize HCS; calls as there; % Hoechst-high responders; measured here: nuclear condensation Hoechst responders;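 share of cells brighter than vehicle mean plus two SD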
MT stabilize HCS cytotoxicity %: also measured in MT stabilize HCS; calls as there; toxicity, %; measured here: cytotoxicity by cell density;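 0% = mean cell density of plate MIN control wells and 100% = no cells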
Autophagy mod cell loss 18 h: recorded beside Autophagy mod, whose call it bears; toxicity, %; measured here: cell loss, nuclei count;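 cell loss after 18 h compound exposure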
Active calls of the source: *; i = inactive; · = no result given; + = active, no number; [ ] = another dose, or the depositor's remark.

SMILES	M1AAP inhibition	Autophagy mod	Autophagy mod cell loss 18 h	Ins promoter up	Ins promoter up cell count	P. falciparum M17LAP	CSM14.1 death rescue	MT stabilize HCS	MT stabilize HCS Hoechst-high %	MT stabilize HCS cytotoxicity %	UTI89 phage lysis	b-catenin transl	b-catenin transl cell count 5 µM	Dynein transport	Dynein transport cytoplasmic EGFP	Dynein transport nuclear GR-EGFP	Dynein transport cell count
COc1ccc(C(c2nnnn2Cc2ccccc2)N2CCN(c3nc4ccccc4s3)CC2)cc1 (stereo unspecified)	7.3%	i	11.5	-5.01	743	-3.5%	2.7%	2.7	3.0	6.6	7.8%	-2.3	984	-0.724	-0.0812	0.45	0.368
CCc1nnc(NC(=O)C2c3ccccc3Oc3ccccc32)s1	7.0%	i	-6.3	·	·	-5.2%	-0.5%	3.7	2.0	3.0	-0.2%	-3.1	473	0.253	-0.23	0.146	0.665
NS(=O)(=O)c1cccc(NC(=O)CSc2nnc(-c3ccccc3F)n2C2CC2)c1	-1.1%	·	·	0.81	1104	-2.2%	·	·	·	·	1.5%[50 µM]	0.4	1344	1.01	-0.239	0.542	-0.0326
Cc1cccc2cc(CN(Cc3ccco3)S(=O)(=O)c3ccc4c(c3)OCCO4)c(=O)[nH]c12	-0.6%	+	-13.4*	-0.03	1318	0.4%	-1.9%	2.2	1.2	10.5	4.8%	-0.4	1402	-0.0455	-0.223	0.075	0.128
CC(=O)N(CCC1(c2ccc(C)cc2)CCOC(C(C)C)C1)Cc1ccco1 (stereo unspecified)	·	·	·	0.42	948	·	·	·	·	·	-0.2%	0.1	1306	-0.297	-0.735	-0.365	-0.232
O=C(Nc1cccc(S(=O)(=O)N2CCOCC2)c1)c1ccccn1	·	·	·	0.67	918	·	·	·	·	·	0.1%	-1.2	1369	-0.801	-0.866	-0.66	1.19
COc1ccc2c(c1OC)CN(C)CCc1cc3c(cc1C(=O)C2)OCO3	1.7%	i	-8.6	·	·	-8.0%	-1.3%	1.3	2.6	5.6	0.1%	0.1	1580	-1.36	-0.166	-0.722	-0.292
O=C(N/N=C/c1cccc([N+](=O)[O-])c1)c1ccncc1	2.8%	·	·	0.27	1008	3.0%	·	·	·	·	0.6%	-0.3	1374	0.364	-0.207	0.197	0.237
COc1ccc(C(C(=O)NC2CCCC2)N(Cc2ccc(C)cc2)C(=O)c2ccn[nH]2)cc1OC (stereo unspecified)	-6.4%	i	-6.7	0.75	1446	15.2%	-0.7%	2.8	2.4	8.2	-0.1%	-0.8	1328	-0.401	-0.156	0.497	0.239
COC(=O)c1cc(C(=O)OCC(=O)Nc2ccccc2OC(F)F)cc([N+](=O)[O-])c1	4.6%	i	-5.8	-0.36	1534	3.9%	-2.6%	2.0	1.7	3.1	0.8%[50 µM]	1.6	1083	1.12	-0.249	0.738	-0.577
C=CCNC(=S)N1CCOCC1	-1.4%	i	-1.6	0.4	1521	-12.2%	0.2%	2.7	2.1	8.5	0.6%	-0.2	1500	-0.385	-0.291	-0.669	0.883
CCOc1ccc2c(c1)C(=NNC(=O)c1ccncc1)c1cc(OCC)ccc1-2	0.6%	i	13.8	-1.37	858	1.7%	2.3%	4.4	1.8	2.1	4.5%	-1.6	1087	0.2	-0.236	0.173	0.287
CCNC(=O)C(CC(C)C)NC(=O)C(CO)NC(=O)C1CCC(=O)N1 (stereo unspecified)	1.2%	·	·	0.62	1088	4.1%	·	·	·	·	-0.5%[50 µM]	-1.0	1281	-1.36	2.81	0.492	-0.697
CCNC(=O)CC1C(=O)N(c2ccc(F)cc2)C(=O)N1CCC(C)C (stereo unspecified)	3.5%	i	1.3	-0.01	1206	2.5%	·	3.0	1.2	5.7	0.1%	·	·	0.502	-0.209	0.752	-0.278
CSc1nc2c(c(=O)[nH]1)C(c1ccc(C(F)(F)F)cc1)CC(=O)N2 (stereo unspecified)	6.4%	i	-18.0	0.12	1307	-0.5%	-0.6%	3.2	1.7	7.5	0.5%	1.2	1135	-0.639	-0.294	-0.781	1.06
C=C(C)CSc1nc2c(c(=O)[nH]c(=O)n2C)n1Cc1ccccc1	-3.2%	·	·	-0.18	1013	8.8%	·	·	·	·	-0.3%	0.1	1208	-0.109	-0.726	0.312	-0.54
COc1ccc(OC)c(S(=O)(=O)NC2CCN(Cc3ccccc3)CC2)c1	-6.1%	i	2.0	0.87	1199	2.3%	-2.9%	3.4	2.1	7.8	3.7%	-1.1	1107	-1.07	-0.195	-0.606	0.802
CN(C)c1cccc(C(=O)N/C=C/n2cnc3cc(C(F)(F)F)ccc32)c1	-4.4%	i	14.2	-0.13	1269	10.2%	-0.9%	2.2	0.9	1.3	-0.4%	-1.8	1115	2.43	-0.18	2.31	-3.2
Cc1ccc(OCC(=O)N2CCCCC2)c(Br)c1	8.7%	i	1.7	1.03	1327	15.4%	-1.6%	1.0	1.7	2.7	1.6%	·	·	0.046	-0.236	0.0496	-1.28
CCOC(=O)c1ccccc1NC(=S)N1CCC(C)CC1	7.1%	i	1.7	-0.39	1300	25.1%	-0.4%	3.4	2.6	0.9	1.4%[50 µM]	-1.8	1114	0.0772	-0.309	-0.126	0.164
CCOC(=O)c1cc(-c2ccccc2)n(CC(=O)N2CCCC2)c1C	8.6%	i	10.0	0.75	1483	13.0%	-1.3%	3.9	1.8	1.9	0.1%	2.3	1370	3.49	-0.133	1.77	-1.49
COc1cc(SC)ccc1C(=O)N1CCCCCC1	2.1%	i	8.5	1.25	1027	-3.2%	1.4%	2.8	1.4	6.0	-0.2%	0.2	988	-1.01	-0.187	-0.353	0.267
COc1cc(C2NC(=O)NC3=C2C(=O)OC3)cc(OC)c1OC (stereo unspecified)	2.7%	·	·	-0.07	972	3.9%	·	·	·	·	-0.3%	-0.5	1324	0.357	-0.212	0.857	-0.58
COc1cc(/C=C(/C#N)c2nc3ccccc3[nH]2)ccc1OCC(=O)Nc1ccccc1C(C)C	2.4%	i	-2.5	-1.29	1482	-10.5%	-6.8%	4.1	3.3	5.9	-0.3%	0.9	1302	-0.364	0.38	-0.311	0.609
Cc1onc(-c2c(Cl)cccc2Cl)c1C(=O)Nc1ccc(N2CCOCC2)cc1	6.9%	·	·	-0.19	1040	-2.3%	·	·	·	·	0.4%	0.0	1225	-0.74	-0.206	-0.5	0.838
C=CCN=C1SCC(=O)N1S(=O)(=O)c1ccccc1	1.7%	i	-8.9	-0.49	1299	3.2%	2.1%	4.0	3.4	5.1	1.4%	-1.6	874	-1.17	0.759	-0.0867	0.737
COc1cccc(/C(O)=C2/C(=O)C(=O)N(c3ccccn3)C2c2ccc(OC)c(OC)c2)c1 (stereo unspecified)	12.9%	i	10.5	·	·	18.5%	0.0%	1.4	1.3	5.9	0.4%	·	·	-0.352	1.17	-0.0298	0.677
Cc1ccc(-c2nnn(CC(=O)N3CCCCC3)n2)c(-n2cnnn2)c1	-2.4%	i	19.1	0.79	1919	7.7%	-1.9%	3.6	2.4	3.9	4.6%	-3.5	1127	-0.535	-0.413	-0.361	-0.0807
CN(CC(=O)NC(=O)NCc1ccco1)Cc1nc2ccccc2c(=O)[nH]1	-7.7%	i	-10.2	-0.25	1366	3.4%	-1.0%	3.0	2.5	3.5	3.9%	-0.3	1136	1.08	-0.0912	0.901	-1.42
Cc1ccc2[nH]c(=O)c(CN(CCc3ccccc3)Cc3nnnn3CC3CCCO3)cc2c1 (stereo unspecified)	14.5%	i	-0.3	-2.7	912	3.7%	0.8%	2.0	2.2	7.1	-0.3%	-1.4	1231	0.147	-0.231	0.442	0.66
Cc1ccc(CNC(=O)CSc2nc3ccccc3c(=O)n2CCCO)cc1	14.2%	i	5.5	0.19	2074	32.6%	-1.7%	1.7	1.0	6.0	2.8%	-1.0	1071	-0.193	-0.363	-0.22	0.0985
CC(C)N(c1ccccc1)c1ccc(NC(=O)COC(=O)CCN2C(=O)c3cccc([N+](=O)[O-])c3C2=O)cc1	-1.6%	i	-13.7	0.15	1342	-33.1%	-1.3%	3.5	1.7	12.8	5.3%	0.0	1101	-0.335	-0.225	-0.0781	0.647
CCOC(=O)c1c(C)n(C)c2ccc(OC)c(NC(=O)CN3CCN(Cc4ccccc4)CC3)c12	4.1%	i	-0.7	·	·	8.3%	0.5%	5.3	3.0	6.1	0.4%	·	·	-0.0995	-0.263	0.308	0.167
COC(=O)c1[nH]c2cccc(C)c2c1NC(=O)CN1CCN(c2ccccc2OC)CC1	4.2%	i	-11.9	-0.03	1175	12.2%	-1.4%	2.6	2.3	13.1	-0.1%	0.9	1103	-0.438	-0.198	-0.215	0.437
COc1ccc(CNC(=O)Nc2cccc(C)c2)cc1	-7.3%	i	-10.7	0.21	1211	1.9%	1.7%	1.2	2.4	12.2	-1.5%	-4.2	1058	-0.401	0.122	-0.141	0.0728
C=CCSc1nc(Oc2ccccc2)c2sccc2n1	-1.0%	i	0.5	-0.37	1558	-12.3%	5.4%	1.4	1.1	6.4	-1.2%	-0.7	1307	-0.115	-0.221	-0.225	0.217

Compound activity deposited in PubChem by several laboratories.

An unsorted share of the library. About 2.9% of those tested had a hit in this group.
